# Screening data: PubChem BioAssay, National Center for Advancing Translational Sciences (NCATS)
# Giardia kill: Giardia lamblia killing | Giardia lamblia trophozoite viability | activity change, % at 7.66 µM, hits read low | 340,000 compounds, 0.15% hits | AID 540267; in the data active means activity change below about -80%; inconclusive means between about -30% and that limit;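 further: parasites exposed to compound for two days anaerobically before the ATP read; on the % scale 0 is the no-effect control and ±100 the full control effect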
#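 ATP-content bioluminescence gauges trophozoite survival. Cells (100/well) receive compound and incubate anaerobically for 48 hrs at 37 deg C; detection reagent follows for 15-30 min at room temperature.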
# PKM2 activator: activators of human pyruvate kinase M2; P14618; purified PKM2, Kinase-Glo ATP luminescence, activation; response scale: 0% is enzyme alone, no compound; Potency, µM (series often up to 57.5 µM), for the others: top-dose activation, hits mostly activators; 260,000 compounds, 0.34% hits; further: potency means the concentration at half of the fitted maximal effect; on the % scale 0 is the no-effect control and ±100 the full control effect; nearly all actives have a fitted effect of over 55% in size
# Target sequence (P14618 whole entry, looked up): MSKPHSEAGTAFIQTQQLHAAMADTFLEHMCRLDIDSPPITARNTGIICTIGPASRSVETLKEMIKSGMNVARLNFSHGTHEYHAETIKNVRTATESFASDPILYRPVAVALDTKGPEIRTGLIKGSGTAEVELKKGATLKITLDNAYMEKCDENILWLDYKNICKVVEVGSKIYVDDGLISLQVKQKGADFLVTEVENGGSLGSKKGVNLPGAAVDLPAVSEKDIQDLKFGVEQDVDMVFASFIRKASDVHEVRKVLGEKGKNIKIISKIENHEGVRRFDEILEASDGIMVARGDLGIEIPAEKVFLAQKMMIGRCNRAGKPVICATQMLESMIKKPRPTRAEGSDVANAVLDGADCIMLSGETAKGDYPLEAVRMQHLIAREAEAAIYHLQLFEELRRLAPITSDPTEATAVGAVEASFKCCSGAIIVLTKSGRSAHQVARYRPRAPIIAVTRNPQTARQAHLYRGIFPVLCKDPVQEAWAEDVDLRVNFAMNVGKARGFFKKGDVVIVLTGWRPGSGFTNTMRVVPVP
#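 hPK-M2, >95% pure; 0.1 mM ADP / 0.5 mM PEP final; imidazole pH7.2 buffer w/ 7 mM MgCl2, 50 mM KCl; 1 h RT; Kinase-Glo lum. Intermediate enzyme activity for dual inhibitor/activator qHTS.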
# Menin-MLL TR inh: displaces Texas Red mutant MLL peptide from human menin; O00255; Menin + Texas Red MLL mutant peptide, fluorescence polarization; Potency, µM (highest dose often 61.6 µM), inactives show top-dose FP activity change, negative = inhibition, actives largely listed as inhibitors; 270,000 compounds, 0.23% hits; active means well fitted inhibition curve with a large enough effect in the polarisation, with a control signal flat, not every such curve was filed as active; inconclusive means small, poorly fitted or top-dose-only effect, or effect the other way, or a change in a side signal; inactive means no such curve, though single readings can be large or run the other way; the % refers to the polarisation; further: potency means the concentration at half of the fitted maximal effect; % of control where 0% means no effect; many of its hits are not listed in these tables
# BRCA1 expr act: increases BRCA1 expression | 380,000 compounds, 1.1% hits | MCF7-BRCA1-FFLuc reporter, luminescence, 48 h; response scale: scaled: vehicle 0%, 10 µM genistein 100% | Potency, µM (doses to about 46.1 µM), for inactives: top-dose activation, actives largely listed as activators; further: potency means the concentration at half of the fitted maximal effect; nearly all actives have a fitted effect of over 80% in size; some results filed as inactive show a strong effect at the top dose
#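 Activators of BRCA1 expression were detected as increased firefly luciferase luminescence in engineered MCF7 cells after 48 h compound incubation. Signals were scaled to genistein 10 microM as full activation.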
# RORgamma inh: ROR gamma (mouse) transcription inhibition; Drosophila S2 Gal4-RORgamma UAS-luciferase reporter, 20 h; Potency, µM (series often up to 53.6 µM), for inactives: at the top dose activity change, negative = inhibition, most hits filed as inhibitors; AID 2551; 310,000 compounds, 5.4% hits; P51450; further: potency means the concentration at half of the fitted maximal effect; on the % scale 0 is the no-effect control and ±100 the full control effect; nearly all actives have a fitted effect of over 60% in size
#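 Luminescence from a UAS-regulated Photinus luciferase reporter in stably transfected Drosophila Schneider cells is measured; decreased signal marks ROR gamma inhibition. Fusion expression is induced by 700 uM copper sulfate for 20 hr.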
# VP16 counter: inhibits Gal4-VP16 luciferase reporter, ROR gamma counter-screen; Drosophila S2 Gal4-VP16 UAS-luciferase, luminescence, 20 h; Potency, µM (top dose mostly 53.6 µM), for inactives: at the top dose activity, negative = inhibition, usual class: inhibitors; 310,000 compounds, 3.5% hits; AID 2546;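 further: Gal4-VP16 expression switched on by copper sulfate through the metallothionein promoter; potency means the concentration at half of the fitted maximal effect; on the % scale 0 is the no-effect control and ±100 the full control effect; nearly all actives have a fitted effect of over 50% in size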
# NPC1 promoter act: NPC1 promoter activation | AID 485313 | 320,000 compounds, 2.4% hits | Potency, µM (doses to about 9.22 µM), inactives show at the top dose activation, most hits filed as activators | Huh7 NPC1 promoter luciferase reporter, 24 h;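 further: potency means the concentration at half of the fitted maximal effect; % of control where 0% means no effect; nearly all actives have a fitted effect of over 60% in size; reporter is driven by a mutant NPC1 promoter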
#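 NPC1 promoter–luciferase Huh7 cells; 24 h compound; luminescence.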
# FLuc modulator: firefly luciferase modulation, counter-screen for miR-21 project | P08659 | purified FLuc, Km substrates, luminescence inhibition | Potency, µM (titrated, usually from 57.5 µM), without a hit: at the top dose activity change, negative = inhibition, actives largely listed as inhibitors | 360,000 compounds, 6.9% hits | AID 588342;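 further: potency means the concentration at half of the fitted maximal effect; plate controls were vehicle for no effect and reference inhibitor for full effect; nearly all actives have a fitted effect of over 55% in size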
# Target sequence (P08659 whole entry, looked up): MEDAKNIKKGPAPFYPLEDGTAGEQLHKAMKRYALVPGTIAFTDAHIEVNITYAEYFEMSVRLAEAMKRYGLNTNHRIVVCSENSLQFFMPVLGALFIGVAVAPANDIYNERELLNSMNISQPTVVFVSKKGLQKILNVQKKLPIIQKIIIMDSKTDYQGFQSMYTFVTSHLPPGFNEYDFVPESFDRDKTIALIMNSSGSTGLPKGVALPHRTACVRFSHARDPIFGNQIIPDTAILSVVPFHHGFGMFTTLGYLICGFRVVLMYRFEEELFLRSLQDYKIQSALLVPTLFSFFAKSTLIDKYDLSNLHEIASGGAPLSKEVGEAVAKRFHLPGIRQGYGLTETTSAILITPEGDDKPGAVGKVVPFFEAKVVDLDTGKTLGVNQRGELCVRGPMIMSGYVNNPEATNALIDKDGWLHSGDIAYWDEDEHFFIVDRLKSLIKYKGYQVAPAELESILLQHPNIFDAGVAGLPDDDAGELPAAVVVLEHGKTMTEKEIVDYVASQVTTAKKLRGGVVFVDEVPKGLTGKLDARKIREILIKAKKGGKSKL
#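 Purified P. pyralis luciferase (10nM final) with 10uM D-luciferin and 10uM ATP (Km levels) in 50mM Tris acetate pH 7.5, 10mM Mg acetate, 0.01% Tween-20, 0.05% BSA; qHTS 6-point titration, ~60 µM downward; luminescence read.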
# ELG1 genotoxic: inducers of genotoxicity in HEK293T ELG1-luciferase cells; AID 504466; 330,000 compounds, 1.3% hits; Potency, µM (doses to about 46 µM), for inactives: at the highest dose activity change, positive = activation, hits mostly activators; HEK293T ELG1-luciferase reporter, luminescence, 16 h; further: potency means the concentration at half of the fitted maximal effect; % of control where 0% means no effect; nearly all actives have a fitted effect of over 60% in size
#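 Luminescence read-out: rising ELG1-luciferase signal, reflecting elevated ELG1 protein under genetic stress, flags genotoxic compounds. Cells were treated for 16 hr at 37 °C before ONE-Glo detection.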
# p53 reactivation: re-activators of mutant p53; H1299 p53-A138V BP100-luciferase reporter, luminescence, 24 h; Potency, µM (doses to about 92.2 µM), without a hit: at the top dose activity change, positive = activation, actives largely listed as activators; 320,000 compounds, 0.063% hits; further: potency means the concentration at half of the fitted maximal effect; % of control where 0% means no effect; nearly all actives have a fitted effect of over 45% in size
#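 p53-null H1299 cells stably carrying temperature-sensitive p53-A138V and a BP100-luciferase reporter were pinned with compounds (4-point, 1:5 series) and held 24 hrs at 37 deg C. Luminescence was read 10 min after detection reagent.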
# Rab9 promoter act: Rab9 promoter activation; AID 485297; 320,000 compounds, 2.8% hits; Huh7 Rab9 promoter-luciferase reporter, luminescence, 24 h; Potency, µM (top dose mostly 9.22 µM), for inactives: at the top dose activation, negative = inhibition, most hits filed as activators; further: potency means the concentration at half of the fitted maximal effect; % of control where 0% means no effect; nearly all actives have a fitted effect of over 60% in size
#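 Luminescence from Amplite-detected luciferase (10 minutes, ambient) reports Rab9 promoter activation. Before that, stable Rab9-luciferase Huh7 cells (1500/well, reduced-serum OP-MEM I plus 10% FBS) were exposed to compound for 24 hours at 37C.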
# * = called active by the depositor; ? = inconclusive; nt = no result given; & = joins results of further samples; [ ] = another dose, or the depositor's remark. Unless noted, the call rests on the fitted dose curve; in most records, active means well fitted curve in the direction sought with a large enough effect; inconclusive means small, poorly fitted or top-dose-only effect, or another doubt; inactive means no such curve, though single readings can be large; an effect the other way counts as inactive or inconclusive. Only part of the results is shown (hit frequency here may not be typical).
SMILES,Giardia kill,PKM2 activator,Menin-MLL TR inh,BRCA1 expr act,RORgamma inh,VP16 counter,NPC1 promoter act,FLuc modulator,ELG1 genotoxic,p53 reactivation,Rab9 promoter act
Cc1ccc(Cl)cc1NC(=O)c1cnn2c1NC(c1ccco1)CC2C(F)(F)F (stereo not drawn),-13.4,1.3%,-7.5%,-56.0%,15.9%,-8.9%,0.6%,0.5%,-12.1%,-3.3%,-5.3%
O=C(/C=C\c1ccco1)Oc1cccc2cccnc12,-2.2,2.2%,-1.5%,-5.7%,1.41µM*,4.47µM*,-6.3%,-13.1%,-9.0%,7.9%,-4.2%
CCc1ccccc1NC1c2ccccc2C(=O)N1c1cc(C)ccn1 (stereo not drawn),-1.2,-1.5%,-2.1%,14.3%,22.3%,4.1%,-7.3%,3.1%,-1.1%,-4.7%,-1.6%
CCOC(=O)c1c(NC(C)=O)sc2c(O)c(Br)ccc12,-5.7,-15.6%,?,-22.8%,-15.0%,0.4%,-1.8%,2.4%,-0.5%,-1.8%,-2.2%
CCCCn1c(=O)c(CCC(=O)OCC(=O)Nc2ccc(F)c(Cl)c2)nc2ccccc21,-5.4,0.3%,14.3%,-13.2%,9.5%[10 µM],-5.8%,1.1%,1.5%,0.2%,-1.5%,-1.0%
CC(C)c1ccc(NC(=S)NNC(=O)C2CC2)cc1,-2.3,-12.0%,-1.2%,1.4%,-42.8%,-27.3%,-2.5%,-0.8%,3.9%,2.4%,15.2%
Clc1ccc(C2[C@H]3CN(Cc4cccnc4)[C@H](c4ccccc4)C34CC2(c2ccccc2)C4)cn1 (stereo partly drawn),14.1,0.4%&0.1%,1.2%,-11.4%,-33.0%&-7.9%,-16.6%&-0.7%,-8.1%,2.3%,-4.1%,3.2%,-8.0%
Cc1cccc(N2C(=O)CCC2=O)n1,6.9,1.2%,7.6%,-8.7%,-8.9%,?,-0.9%,-1.2%,4.2%,-8.1%,-3.1%
Cc1cc(NC(=O)COc2ccccc2C#N)no1,2.1,nt,nt,?,nt,nt,?,12µM*,?,?,3.55µM*
O=C(COC(=O)c1ccc(S(=O)(=O)Nc2ccccc2)cc1)NCC1CCCO1 (stereo not drawn),-9.4,1.3%,nt,4.8%,1.8%,0.8%,2.7%,-1.8%,-5.6%,3.0%,-2.1%
CC(C)=CCSc1nnc(CCNC(=O)OC(C)(C)C)o1,-13.4,-18.8%,-15.7%,7.3%,26.2%,4.7%,-3.0%,0.2%,4.9%,9.2%,-0.9%
CC(=O)Nc1ccc(OCC(O)Cn2ccnc2)cc1 (stereo not drawn),11.2,-0.4%,-0.3%,-8.0%,-14.3%,-2.2%,17.0%,?,?,4.6%,?
CCN(CC)c1ncnc2c1sc1nc(N3CCOCC3)c3c(c12)CCC3,nt,-4.8%,3.4%,nt,5.9%,1.3%,-0.5%,?,3.3%,12.0%,2.4%
O=C(CN1C(=O)NC2(CCCCC2)C1=O)Nc1ccc(F)cc1,5.2,-1.0%,?,4.3%,17.3%,-6.1%,-0.5%,-1.2%,-0.9%,-0.9%,-6.2%
COCCSc1ccccc1C(=O)NCc1ccc(S(N)(=O)=O)cc1,20.8,-0.9%,-14.3%,0.3%,26.4%,-5.7%,7.7%,-1.6%,-0.1%,-2.9%,0.8%
O=c1c([N+](=O)[O-])c(O)c2ccccc2n1Cc1ccccc1,3.7,nt,?,-12.9%,-1.2%,-12.8%,2.8%,-14.1%,0.5%,-3.9%,2.0%
COc1cc(OC)cc(C(=O)N(CN2CCCC2=O)c2ccccc2OC)c1,5.2,-2.3%,2.2%,-4.4%[1.84 µM],-2.7%,0.7%,-2.7%,0.8%,1.8%,3.5%,-0.3%
O=C(O)CCS(=O)(=O)Cc1ccccc1F,9.1,0.7%,?,1.5%,15.0%,-9.0%,3.7%,3.1%,-2.2%,0.4%,12.1%
CCCc1cc(=O)[nH]c(SCC(=O)Nc2nonc2N)n1,-1.0,5.9%,25.4%,-0.5%,3.4%,-4.8%,2.0%,2.3%,-0.8%,-3.3%,0.5%
COc1ccc(C(=O)NCc2nnc(SCC(=O)Nc3cc(Cl)ccc3OC)o2)cc1,11.9,nt,23.8%,8.8%,10.9%,-3.6%,-3.6%,?,2.7%,-2.7%,-2.1%
Cc1c(NC(=O)c2ccccc2)cccc1[N+](=O)[O-],28.8,-2.8%,-0.6%,-14.0%,5.9%,-1.0%,-1.2%,-10.1%,1.2%,13.1%,1.2%
COc1ccc(C2CC(=O)C(C3NCCc4ccccc43)=C(O)C2n2cncn2)cc1 (stereo not drawn),13.2,-9.8%,9.3%,15.5%,1.9%,-3.5%,0.4%,-3.8%,0.3%,-0.1%,10.3%
COc1cc(/C=C/c2nc3ccccc3c(=O)[nH]2)cc(Br)c1O,19.3,0.6%,?,3.2%,6.1%,-8.6%,11.7%,-2.6%,1.4%,19.6%,3.5%
CN1C(=O)CSc2ccc(NC(=O)N3CCc4ccccc43)cc21,-6.0,-0.8%,4.1%,?,-7.3%,-3.6%,-4.4%,2.4%,-0.5%,-12.3%,-10.8%
COc1cccc2sc(Nc3nnc(-c4ccccc4Cl)o3)nc12,-10.6,?,?,-61.1%,2µM*,2.51µM*,-15.5%,12µM*,11.3%,?,-14.5%
CN(C)c1ccc(NC(=O)/C=C/c2c(Cl)cccc2Cl)cc1,1.2,-1.3%,27.8%,-3.1%,-22.6%,-5.8%,11.4%,8.49µM*,5.1%,?,24.7%
O=C(Nc1nnc(SCc2ccc(F)cc2)s1)c1cnccn1,14.5,-10.4%,13.2%,-8.0%,-4.8%,-4.5%,1.2%,-15.4%,-0.3%,6.8%,-0.2%
COc1cccc(C=Nc2cc(C)on2)c1O,-14.1,0.3%,?,3.8%,-106.2%,?,-1.9%,-0.5%,-1.2%,5.3%,2.4%
Cc1nc(NC(=O)C2CC2)sc1C(=O)N(C)C,19.6,1.0%,0.4%,0.7%[1.84 µM],35.1%,-4.5%,-4.7%,1.8%,0.8%,8.2%,-5.9%
CC1(NC(=O)Nc2ccccc2)CCS(=O)(=O)C1 (stereo not drawn),16.0,2.5%,nt,11.3%,-0.9%,-0.8%,-8.5%,-2.2%,-0.6%,1.9%,-2.4%
O=C(NCCCN1CCN(c2ccc(F)cc2)CC1)c1cccc(N2CCCC2=O)c1,5.2,3.6%,-7.6%,-5.5%,7.0%,1.6%,-3.4%,-1.2%,-0.2%,5.5%,0.5%
O=C(/C=C/c1ccccc1)NC1CC2CCC1C2 (stereo not drawn),-1.3,1.8%,1.2%,?,14.2%,4.3%,22.0%,19µM*,?,?,17.3%
FC(F)(F)c1cccc(Sc2nc(-c3ccccc3)nnc2C(F)(F)F)c1,5.1,0.8%,2.7%,-98.3%[inhibitor],3.55µM*,?,-21.0%,1.7%,-0.3%,-5.9%,-31.7%[inhibitor]
CC(NC(=O)CN1C(=O)NC(Cc2ccccc2)(Cc2ccccc2)C1=O)C12CC3CC(CC(C3)C1)C2 (stereo not drawn),-22.6,4.2%,9.7%,-73.1%,11.9%,-1.7%,-3.4%,1.3%,-11.5%,-0.8%,-1.0%
Cc1cc(C(=O)CSc2nnc(N)s2)c(C)n1Cc1ccco1,-1.7,5.9%,12.8%,?,-40.8%,?,0.447µM*,3.01µM*,1.83µM*,8.0%,0.447µM*
Cc1noc(/C=C/c2ccccc2F)c1S(=O)(=O)N1CCC(C(=O)N2CCN(C)CC2)CC1,-18.6,nt,0.8%,-11.3%,-23.9%,-9.1%,-3.5%,3.5%,-0.4%[9.26 µM],-6.0%,5.1%
FC(F)(F)c1ccccc1NC1=NCCC1,-5.7,nt,1.0%,1.1%,5.0%,5.1%,-4.8%,0.8%,-0.5%,9.4%,0.2%
COC(=O)CSc1nnc(-c2ccc(S(=O)(=O)N3CCCC3)cc2)o1,8.6,nt,7.8%,-2.4%,-28.3%,-3.5%,-3.3%,0.9%,-3.1%,-6.4%,-0.4%
CC(O)[C@H](NC(=O)C1CCN(C(=O)[C@H](Cc2ccccc2)NC(=O)OC(C)(C)C)CC1)C(=O)O (stereo partly drawn),4.4,nt,-22.0%,6.6%,-7.3%,-7.6%,-4.9%,4.2%,-1.2%,-3.4%,-0.6%
CC1=C/C(=N\OS(=O)(=O)c2ccccc2)C(C(C)C)=CC1=O,14.3,11.2%,0.0%,-70.8%,2.82µM*,0.794µM*,-12.5%,-5.3%,-9.3%,-25.0%,-30.3%[inhibitor]
